LYP phosphatase: inhibitors of LYP phosphatase, biochemical, fluorescence intensity, uHTS (AID 1779). Tyrosine-protein phosphatase non-receptor type 22 (Homo sapiens). recombinant LYP phosphatase, fluorescence intensity; higher % means a stronger effect. inhibition, % at 11.5 µM; hits with a dose series show IC50 in µM. hit rate 0.054% among 290,000; in the data active = inhibition above about 50%;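 note: plate controls were vehicle with enzyme for no effect and no enzyme for full effect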
ER stress rescue: rescue of cells from ER stress-induced death, primary screen, 384-well, CSM14.1, thapsigargin, ATP luminescence (AID 1222); CSM14.1 thapsigargin-induced death rescue, ATP luminescence; higher % means a stronger effect; one-dose cellular ATP content (survival), % at 20 µM; EC50 in µM for titrated hits; 190,000 tested, under 10 active;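 active = EC50 below 50 µM in the dose-response confirmation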;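 note: death triggered by thapsigargin at about 15 µM added after 2 h compound pretreatment; cell ATP read after overnight thapsigargin exposure of roughly 18 to 22 hours; normalized against plate controls of thapsigargin alone and 5% DMSO vehicle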
Rac1 GTP hydrolysis: MgcRacGAP GTPase-activating activity inhibitors, confirmation, biochemical, ADP Hunter fluorescence. one-dose inhibition, % at 30 µM; IC50 in µM for titrated hits. hit rate 0.6% among 340,000. AID 624330, 2012. Rac GTPase-activating protein 1 (Homo sapiens). MgcRacGAP-stimulated Rac1 GTP hydrolysis, ADP Hunter fluorescence; higher % means a stronger effect; GST-tagged Rac1 F28L mutant substrate;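 active = first-screen hits whose inhibition reached a set limit at any dose in the follow-up dose series; inconclusive = inhibition above the set first-screen limit but never retested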;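 note: fluorescence reports GDP produced by GAP-driven GTP hydrolysis; strong numbers were not always called active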
NS5 inhibitors: Dengue-2 NS5 methyltransferase inhibitors, primary screen, biochemical, confirmation dose response (AID 588689). Genome polyprotein (Dengue virus type 2 (strain 16681-PDK53)). Dengue-2 NS5 methyltransferase capping enzyme assay, biochemical; higher % means a stronger effect. inhibition, % at 25 µM; hits with a dose series show IC50 in µM. hit rate 0.3% among 340,000; in the data active = a potency from the dose series; inconclusive = inhibition above about 29% without an active follow-up result
Large T inhibition: SV40 large T antigen inhibitors, biochemical (AID 1903) | hit rate 0.39% among 310,000 | SV40 large T antigen ATPase/helicase inhibition assay; higher % means a stronger effect | one-dose inhibition, % at 20 µM; IC50 in µM for titrated hits; in the data active = a potency from the dose series; inconclusive = inhibition mostly from about 32% at the one dose, without a potency; inactive = the rest, 99 in 100 with inhibition below about 32%; note: strong numbers were not always called active
GPR35 antagonists: GPR35 antagonists blocking zaprinast-driven arrestin recruitment, primary screen, imaging, U2OS, beta-arrestin-GFP, zaprinast agonist (AID 2058); one-dose inhibition, % at 10 µM; IC50 in µM for titrated hits; U2OS GPR35 beta-arrestin-GFP translocation imaging, zaprinast antagonism; higher % means a stronger effect; hit rate 0.052% among 290,000;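 active = inhibition of at least 50% with at least 30 cells and total cytoplasm GFP at most 10,000,000; inconclusive = under 30 cells or total GFP of 10,000,000 plus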
RSV CPE inhibition: RSV antiviral activity via CPE protection, HEp-2 cells, primary 10 µM value included (AID 2391). CPE inhibition, % at 10 µM; hits with a dose series show IC50 in µM. HEp-2 cells, RSV-induced CPE inhibition; higher % means a stronger effect. hit rate 0.13% among 310,000; in the data active = a potency from the dose series; inconclusive = CPE inhibition mostly from about 23% at the one dose, without a potency; inactive = the rest, 99 in 100 with CPE inhibition below about 21%; note: strong numbers were not always called active
Salmonella PhoP GFP: inhibitors of PhoP regulon expression, primary screen, Salmonella Typhimurium, GFP reporter (AID 1863). S. Typhimurium PhoP-regulated promoter GFP reporter, 4 h; higher % means a stronger effect. one-dose inhibition, % at 50 µM; IC50 in µM for titrated hits. hit rate 0.16% among 300,000;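 active = inhibition over 29.93%, a cutoff 3 SD above the screen mean, later confirmed by dose response; inconclusive = inhibition over 29.93% but no dose response follow-up; inactive = inhibition at most 29.93% or unconfirmed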;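 note: 0% = low Mg2+ inducing control and 100% = high Mg2+ repressing control; strong numbers were not always called active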
West Nile antiviral: West Nile virus antiviral activity, cell-based, CPE readout (AID 1621). West Nile virus-infected cells, CPE inhibition; higher % means a stronger effect. CPE inhibition, % at 10 µM, or IC50 in µM where a hit was titrated. hit rate 0.02% among 290,000; in the data active = a potency from the dose series; inconclusive = CPE inhibition mostly from about 3.7% at the one dose, without a potency; inactive = the rest, 99 in 100 with CPE inhibition below about 2.2%; note: strong numbers were not always called active
NS5 inhibitors pilot replicate: also measured in NS5 inhibitors; calls as there; inhibition, %; measured here: pilot screen replicate inhibition
An asterisk follows results filed as active; i = inactive; u = inconclusive; x = not tested or not shown. Rows are unselected (roughly 1.5% active in at least one column).

SMILES	LYP phosphatase	ER stress rescue	Rac1 GTP hydrolysis	NS5 inhibitors	Large T inhibition	GPR35 antagonists	RSV CPE inhibition	Salmonella PhoP GFP	West Nile antiviral	others
O=C(CSc1nnc(CNC(=O)c2ccc(F)cc2)o1)NCc1ccccc1Cl	-9%	x	6%	-5%	9%	-9%	0.4%	-2%	-1.1%
O=C(Nc1nc2ccccc2n1CCN1CCCCC1)c1ccco1	-7%	-2.5%	9%	-2%	-2%	5%	1.0%	0%	-0.1%
CC(=O)c1c(C)[nH]c(=S)c(C#N)c1-c1ccc(Cl)cc1	4%	x	x	x	27%	4%	2.5%	-8%	-0.5%
COc1ccc(OC)c(C(=O)c2ccc(C(=O)Nc3ccccc3)cc2)c1	0%	0.4%	5%	-1%	18%	-10%	1.9%	0%	-0.3%
CCN1CCN(CC(=O)Nc2c(OC)cccc2OC)CC1	-4%	x	u	3%	9%	-7%	1.0%	-4%	-0.1%
Cc1c(C(C)C)c(=O)n(-c2ccc(S(=O)(=O)NC3CCCCC3)cc2)n1C	-3%	-6.0%	x	x	4%	-10%	3.0%	-5%	-1.2%
COc1cc2nc(CN3C(=O)c4ccccc4C3=O)oc(=O)c2cc1OC	-2%	-3.4%	2%	-8%	4%	15%	0.7%	-5%	0.4%
CCN(CC)CCn1nc2c3c(cccc3c1=O)-c1ccccc1-2	2%	-1.8%	20%	1%	-2%	5%	-1.9%	-6%	-0.7%
O=C(NCc1ccc2c(c1)OCO2)C(=O)NCC(c1ccco1)N1CCN(c2ccccc2)CC1 (stereo not drawn)	-3%	x	7%	-3%	18%	-3%	22%	-3%	-1.7%
Cc1cc(C(=O)NCCCOC(C)C)c2ccccc2n1	-4%	2.6%	7%	1%	11%	1%	-0.1%	6%	-0.7%

By substructure: the entries above with a furan ring, fused or not.
SMILES	LYP phosphatase	ER stress rescue	Rac1 GTP hydrolysis	NS5 inhibitors	Large T inhibition	GPR35 antagonists	RSV CPE inhibition	Salmonella PhoP GFP	West Nile antiviral	others
O=C(Nc1nc2ccccc2n1CCN1CCCCC1)c1ccco1	-7%	-2.5%	9%	-2%	-2%	5%	1.0%	0%	-0.1%
O=C(NCc1ccc2c(c1)OCO2)C(=O)NCC(c1ccco1)N1CCN(c2ccccc2)CC1 (stereo not drawn)	-3%	x	7%	-3%	18%	-3%	22%	-3%	-1.7%

Continuation:
SMILES	LYP phosphatase	ER stress rescue	Rac1 GTP hydrolysis	NS5 inhibitors	Large T inhibition	GPR35 antagonists	RSV CPE inhibition	Salmonella PhoP GFP	West Nile antiviral	others
Cc1cc(C(=O)N2CCN(c3ccccn3)CC2)c(C)o1	-3%	-0.9%	1%	16%	-2%	-7%	0.8%	-5%	0.0%
Cc1ccc(CNc2nc(N)c([N+](=O)[O-])c(NCCO)n2)cc1	-4%	x	11%	-8%	15%	6%	x	-7%	-0.1%
COC(=O)CC1=NN(c2ccccc2)C(=O)/C1=C\c1ccc(OC)cc1	-5%	0.0%	21%	33µM*	29%	-6%	1.4%	6%	0.6%
O=C(c1ccccc1)N1N=C(c2ccccc2)CC1c1ccccc1 (stereo not drawn)	11%	x	1%	-6%	4%	-7%	1.3%	-5%	-0.7%
C=CCn1c(SCC(=O)OCC)nc2cc(C(=O)NCc3ccco3)ccc2c1=O	-4%	0.0%	3%	-2%	19%	-5%	-1.0%	-5%	x	NS5 inhibitors pilot replicate=-3.3
CC(C)(C)NC(=O)NC(=O)CN1CCN(C(c2ccccc2)c2ccccc2)CC1	-4%	-1.7%	-1%	-1%	9%	-12%	-0.8%	14%	-1.8%
O=C(Cc1ccc(Cl)cc1)NCCS(=O)(=O)N1CCN(c2ccccc2F)CC1	x	x	5%	1%	9%	x	-0.7%	-8%	x
COc1ccc(CCNC(=O)CSc2nn(-c3ccccc3)c(=S)s2)cc1	-5%	x	13%	-10%	14%	7%	-0.3%	-1%	-0.3%
CCCCCSc1nc2c(cnn2-c2ccccc2)c(=O)[nH]1	4%	x	7%	1%	6%	6%	u	-2%	0.6%
COc1ccccc1NC(=O)c1cc(Cl)nc2ccccc12	-3%	x	-4%	1%	16%	2%	3.5%	-3%	-0.6%
CC(C)CC(NC(=O)OC(C)(C)C)c1cn([C@@H](CCC(=O)OC(C)(C)C)C(=O)N2CCN(C(=O)OC(C)(C)C)CC2)nn1 (stereo partly drawn)	7%	12%	6%	-4%	6%	-7%	1.6%	-6%	0.1%
COc1ccc(-c2cc3ccc(OCC(N)=O)cc3oc2=O)cc1OC	-8%	x	3%	0%	5%	9%	-1.3%	-2%	0.0%
COc1cc(-c2cc(=O)c3ccccc3o2)ccc1O	3%	-1.6%	u	-10%	9.5µM*	-1%	3.9%	-1%	0.5%
O=C(c1cn(-c2ccccc2)nc1-c1ccccc1)n1nnc2ccccc21	-2%	-1.2%	9%	-4%	-9%	1%	4.0%	-6%	0.0%
Cc1cc(C)n(CC(=O)NC2CCCN(Cc3ccc(Cl)cc3)C2)n1 (stereo not drawn)	-9%	x	1%	0%	2%	-3%	-0.4%	3%	-0.1%
Cc1ccccc1/C=N/Nc1ccc(Cl)nn1	-2%	-1.8%	5%	-11%	0%	9%	0.0%	1%	0.3%
O=C(O)C1CC(=O)N(c2ccc(OCc3c(F)cccc3Cl)cc2)C1 (stereo not drawn)	-1%	-2.3%	11%	3%	2%	14%	2.4%	-15%	0.3%
Cc1ccc(-c2csc(NC(=O)CSc3nc4ccccc4c(=O)n3CCCN(C)C)n2)cc1	-3%	-3.1%	8%	-10%	2%	4%	-3.4%	1%	-0.2%
CC(Sc1ccccn1)C(=O)Nc1ccc(S(N)(=O)=O)cc1 (stereo not drawn)	-2%	1.3%	1%	-5%	2%	-3%	1.0%	-10%	-0.1%
O=C(NCc1ccc(F)cc1)C1CCCN(C(=O)Nc2ccccc2)C1 (stereo not drawn)	-6%	2.0%	7%	-3%	15%	5%	-0.1%	-12%	0.1%
Cc1cc(C)c2c3c(sc2n1)C(c1cccc(F)c1)C(C#N)=C(N)O3 (stereo not drawn)	-6%	0.8%	1%	-7%	9%	-20%	-3.9%	2%	0.1%
CCN1CCN(c2c(S(=O)(=O)c3ccc(C)c(C)c3)cnc3ccc(F)cc23)CC1	-8%	x	2%	-3%	22%	2%	1.2%	x	-0.4%
Cc1nn(Cc2ccc(F)cc2)c(Cl)c1/C=N/NC(=O)c1cccnc1	-6%	0.9%	6%	-2%	13%	12%	1.0%	-1%	0.6%
Brc1ccc(-c2nn3c(Cc4ccccc4)nnc3s2)o1	-8%	-0.3%	9%	7%	19%	-10%	9.2%	-6%	-0.6%
O=c1[nH]cnc2c1ncn2Cc1ccc([N+](=O)[O-])cc1	-4%	x	6%	2%	16%	8%	-1.2%	5%	0.0%
Cc1ccc(-c2nnc3n2N=C(c2ccc(Br)cc2)CS3)cc1	-2%	-0.6%	5%	-2%	-7%	-4%	1.9%	8%	-0.6%
O=C1NC2CCc3nc4ccccc4c(=O)n3C2=Nc2ccccc21 (stereo not drawn)	-8%	-0.4%	7%	4%	2%	-4%	1.5%	-1%	-0.6%
COc1cc2c(=O)n(CC3CCCO3)c(=O)n(CC(=O)Nc3cccc(Cl)c3)c2cc1OC (stereo not drawn)	7%	-1.0%	2%	1%	3%	4%	4.6%	11%	-0.1%
COc1ccc(/C=C/C(=O)N2CCCc3ccccc32)cc1	0%	i	8%	-8%	-2%	17%	2.7%	-9%	-0.8%
CCOc1ccccc1-n1c(SCC(=O)N2CCCc3ccccc32)nnc1-c1cccnc1	2%	-2.3%	5%	-5%	-6%	-8%	5.5%	1%	-0.9%
Cc1ccc2c(c1)C(c1ccccc1)N(C(=O)c1cccc([N+](=O)[O-])c1)CC(=O)N2 (stereo not drawn)	-7%	x	4%	-5%	4%	3%	1.0%	x	-1.8%
CCOc1ccc(N=C2NC(=O)S/C2=C\c2ccc(Cl)cc2)cc1	-1%	-1.4%	-2%	-4%	-4%	-2%	0.3%	-3%	3.3%
O=C(N/N=C/c1ccoc1)c1ccc(Cl)cc1Cl	-5%	x	5%	0%	6%	0%	2.0%	1%	-0.4%
CCn1c(CNC(=O)c2ccc(OC)cc2)nnc1SC	-11%	-0.7%	21%	-6%	2%	-11%	0.1%	5%	0.1%
COc1ccc(/C=C2\Oc3cc(OC(=O)N4CCOCC4)ccc3C2=O)c(OC)c1	2%	x	6%	20%	15%	5%	1.9%	-27%	-0.1%
CC(NCc1ccccc1Cl)C(=O)Nc1ccc(S(=O)(=O)N2CCCC2)cc1 (stereo not drawn)	-2%	-2.3%	30%	-12%	4%	16%	0.8%	1%	0.0%
Cc1ccc(S(=O)(=O)N2CCCCC2c2cccnc2)c(C)c1C (stereo not drawn)	-11%	x	-3%	-5%	14%	9%	4.3%	-4%	-1.0%
CC1(C)S[C@@H]2[C@H](NC(=O)[C@H](N)c3ccccc3)C(=O)N2[C@H]1C(=O)OC1OC(=O)c2ccccc21 (stereo partly drawn)	x	x	1%	4%	13%	x	4.2%	2%	x
OC(c1ccc2c(c1)OCO2)c1nccc2ccccc12 (stereo not drawn)	-5%	1.4%	-1%	3%	-1%	-7%	4.2%	-3%	0.3%
N#CC1=C(N)N(c2ccccc2)C2=C(C(=O)CCC2)C1c1ccccc1 (stereo not drawn)	0%	-0.4%	7%	1%	23%	13%	-0.1%	27%	-0.3%
COc1cc2c(C(=O)N3CCOCC3)c(CSc3ccccc3)n(C)c2cc1Br	0%	0.5%	-5%	1%	5%	-8%	51%	1%	-1.3%
CCCS(=O)(=O)N1CCc2ccc(NC(=O)c3ccccc3Cl)cc2C1	-9%	x	9%	x	7%	13%	0.8%	9%	0.4%
COc1ccc(/C=N/NS(=O)(=O)c2ccc(F)cc2)cc1CN1CCSCC1	-7%	x	-2%	-1%	10%	8%	0.4%	-3%	-0.3%
C[C@@H](CO)NC(=O)c1ccc2c3n(nc2c1)-c1ccccc1CO3	-7%	x	8%	-2%	23%	-13%	4.7%	0%	0.1%
CNCc1ccccc1OCC(=O)Nc1ccccc1OC	-11%	-1.0%	11%	2%	-7%	13%	0.5%	-1%	0.0%
Cc1nnc(SCC(=O)NC2CCCC2)n1C(C)C	-6%	x	5%	-2%	4%	-18%	1.4%	-6%	0.4%
COc1ccc(C(=O)Nc2ccc(C3=NNC(=O)CC3C)cc2NC(=O)c2ccc(OC)cc2)cc1 (stereo not drawn)	6%	0.1%	9%	-11%	5%	-10%	2.4%	8%	0.4%

Screening data: PubChem BioAssay, several laboratories
